High-throughput results: PubChem, NMMLSC
S aureus QS inh: S. aureus quorum sensing inhibition; S. aureus RN6390 RNAIII-GFP reporter, AIP-induced, flow cytometry 3 h; 24,000 compounds, 0.3% hits; AID 527; inhibition, % at 2 µM;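 active means share of bacteria positive for the green fluorescent reporter and its mean brightness both inhibited by 50% or more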;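 further: 0% = AIP-stimulated control and 100% = unstimulated bacteria without AIP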
S aureus QS inh GFP MFI %: also measured in S aureus QS inh; calls as there; inhibition, %; measured here: inhibition of GFP MFI
Numbers without * were called inactive. An excerpt, so the mix of outcomes need not match the whole.

Order of results: S aureus QS inh GFP MFI %	S aureus QS inh
> CCN(CCCNC(=O)CCCN1C(=O)COc2ccc(C)cc21)c1cccc(C)c1
  41	36
> Cc1c(C(=O)NC2CCCc3ccccc32)oc2ccc(S(=O)(=O)N3CCOCC3)cc12 (stereo unspecified)
  -7	0
> COc1ccccc1N1CCN(C(CNS(=O)(=O)c2ccccc2)c2cccnc2)CC1 (stereo unspecified)
  -30	-6
> COC(=O)CC1Oc2ccccc2N(Cc2ccc(C)cc2)C1=O (stereo unspecified)
  7	7
> CNC(=O)c1c[nH]n2c(=O)c(Cc3ccccc3F)c(C)nc12
  14	5
> Cn1c(=O)c2c(nc(SCC(=O)NCc3ccc4c(c3)OCO4)n2Cc2ccccc2)n(C)c1=O
  -18	-1
> COc1ccc(C(=O)CSc2nnc(C3CCCCC3)n2N)c(OC)c1
  2	1
> CCOC(=O)c1c(C)n(C)c2ccc(OC)c(NC(=O)CCN3CCSCC3)c12
  -9	-1
> CN(CCc1ccccn1)S(=O)(=O)c1ccc(F)cc1
  8	2
> Cc1cccc(NC(=O)c2ccccc2O)c1C
  15	7
> CCC(C)NC(=O)C1CC(c2ccc(OC)cc2)=NO1 (stereo unspecified)
  14	-1
> O=C(Nc1ccc2[nH]c3c(c2c1)CCCC3)c1ccco1
  5	2
> CCOC(=O)C(C)n1cnc2c(nnn2Cc2ccc(C)cc2)c1=O (stereo unspecified)
  0	0
> Cc1nn(C)c(C)c1S(=O)(=O)NC1CCCC1
  -54	-3
> CCOc1ccccc1NC(=O)Cn1nnc(C(=O)Nc2ccccc2Cl)c1N
  5	4
> CCOc1cccc(-c2nnc3n2N=C(c2cc(OC)ccc2OC)CS3)c1
  36	10
> O=C(Nc1cnc2ccccc2c1)c1ccncc1
  -32	-5
> CCOc1cc(CO)cc(Br)c1OCC(=O)O
  -1	0
> CCOc1ccc(NC(=O)CSc2nc3ccccc3c(=O)n2CCNC(C)=O)cc1
  27	1
> Cc1ccc(CCNC(=O)C2CCCN(c3nc4ccccc4o3)C2)cc1 (stereo unspecified)
  1	1
> O=S(=O)(NC1=NCCC1)c1cccs1
  1	0
> Cc1ccc(NC(=O)CSc2nnc(CSc3nc(C)cc(C)n3)n2Cc2ccco2)c(C)c1
  -37	-1
> Cc1cccc(N(C)C(=S)Oc2ccc3ccccc3c2)c1
  -2	-1
> CC(C)Oc1ccc(C(CC(=O)O)NC(=O)C2CCCCC2)cc1 (stereo unspecified)
  13	1
> CC(=O)N1CCc2ccc(C(=O)CN3CCN(c4cccc(C)c4C)CC3)cc21
  7	1
> Cc1ccc2[nH]c(=O)c(CN(CCCO)S(=O)(=O)c3c(C)ccc4nsnc34)cc2c1
  5	1
> COc1ccc(-c2nc(CSCC(=O)N3CCC(C(N)=O)CC3)c(C)o2)cc1OC
  7	1
> CCN(CC)CCNC(=O)C1c2ccccc2C(=O)N(C)C1c1cn(C)c2ccccc12 (stereo unspecified)
  -37	-6
> CCOC(=O)CSc1nc2ccccc2n1C(=O)OCC
  -10	-1
> Cc1noc(/C=C/N(C)C)c1S(=O)(=O)N1CCCC(C(=O)NCCC2=CCCCC2)C1 (stereo unspecified)
  -3	-2
> COC(=O)c1ccccc1NC(=O)C1CCCCC1C(=O)O (stereo unspecified)
  32	3
> COc1ccccc1OCc1nc2ccccc2[nH]1
  -2	0
> O=C(Nc1ccccn1)N1CCOCC1
  -7	-3
> COc1ccc(NC(C)=O)cc1NC(=O)CN1CCN(C2c3ccccc3-c3ccccc32)CC1
  21	8
> N#Cc1ccc(-c2csc(NC(=O)C3CC3)n2)cc1
  8	0
> CCN1CCN(C(=O)C2CC(c3ccc(F)cc3)=NO2)CC1 (stereo unspecified)
  -27	-2
> Cn1c(=O)c2cc(S(=O)(=O)NC(C(=O)NCc3cccnc3)c3ccccc3)ccc2n(C)c1=O (stereo unspecified)
  30	17
> Oc1ccccc1C1=Nc2nc3ccccc3n2C(c2ccccc2)C1 (stereo unspecified)
  1	2
> O=C(O)COc1ccc(Cl)cc1CO
  -3	-2
> O=C(c1cc2ccccn2n1)N1CCCC1
  -15	-3
> Cc1cccc(N2CCN(C(=O)Cn3nc(Cc4ccncc4)c4ccccc4c3=O)CC2)c1C
  28	2
> O=C(Cc1ccccc1)N(c1ccc(F)cc1)C1C=CS(=O)(=O)C1 (stereo unspecified)
  25	1
> CCN(CCCNC(=O)CCCCn1c(=O)[nH]c2ccccc2c1=O)c1ccccc1
  16	16
> COCCNC(=O)CSc1nc(-c2ccc(OC)c(OC)c2)cc(C(F)(F)F)n1
  -24	-1
> Cc1cc2ncn(S(=O)(=O)c3ccc(S(=O)(=O)N4CCOCC4)cc3)c2cc1C
  -31	-1
> O=C(Nc1ccc2c(c1)OCO2)OCc1ccccc1
  -10	-1
> CCOc1cc(C(=O)NCc2ccncc2)cc(OCC)c1OCC
  -22	-3
> CCOC(=O)N1CCC(NC(=O)CCC(=O)N2CC(C)Oc3ccccc32)CC1 (stereo unspecified)
  -43	-8
> CC(C[N+](C)(C)C)OC(N)=O (stereo unspecified)
  -6	-5
> NC(=O)CC12CC3CC(C1)CC(CC(N)=O)(C3)C2
  -18	-4
> S=C1SCN(Cc2ccccn2)CN1Cc1ccco1
  -1	-2
> Cc1csc(SCC(=O)NC(=O)NCc2ccccc2)n1
  18	0
> Cn1cccc1Cc1nnc(SCC(=O)Nc2ccc3c(c2)OCCO3)n1-c1ccc(F)cc1
  -4	-3
> CCOC(=O)c1[nH]c2ccc(OC)cc2c1N=CN(C)C
  20	3
> CCN(CC)CCCn1c(=S)[nH]c2cc(Cl)ccc2c1=O
  -15	-4
> CC(C)(C)n1nc2c(c1NC(=O)c1ccc(S(=O)(=O)N3CCCC3)cc1)CS(=O)C2 (stereo unspecified)
  -10	-6
> Cc1ccc(CN2C(=O)CCC2C(=O)NCCCN2CCCCC2C)cc1 (stereo unspecified)
  -6	-4
> O=C(c1cnc2n(c1=O)CCS2)N(c1ccccc1)C1CCCCC1
  7	1
> CN(C)c1ccc(NC(=O)c2ccc(COc3cccc(Cl)c3)o2)cc1
  0	2
> CC1Cc2nc(SCC(=O)Nc3ccc(F)cc3F)n(C)c(=O)c2S1 (stereo unspecified)
  -6	-2

Quoted from the listing.
Cc1ccc(CN2C(=O)CCC2C(=O)NCCCN2CCCCC2C)cc1 (stereo unspecified) in S aureus QS inh GFP MFI % is entered as -6
Cc1csc(SCC(=O)NC(=O)NCc2ccccc2)n1 in S aureus QS inh GFP MFI % is entered as 18

(next part)
Order of results: S aureus QS inh GFP MFI %	S aureus QS inh
> CCCc1cc(=O)n2[nH]c(-c3ccccc3)cc2n1
  -22	-6
> O=C(C1CCCN(S(=O)(=O)c2cccs2)C1)N1CCN(C2CCCCC2)CC1 (stereo unspecified)
  -2	-3
> COc1ccc(CCNC(=O)c2noc3c2CCCC3)cc1OC
  14	2
> CSc1ccccc1NC(=O)CN(Cc1ccccc1)S(C)(=O)=O
  -4	0
> CCOC(=O)C1CCCN(C(=O)c2sc3nc(-c4ccccc4)cn3c2C)C1 (stereo unspecified)
  -1	-1
> Cc1cc2cc(CNC(=O)NC3CCCCC3)ccc2[nH]1
  -8	-2
> O=C(O)C1C2CCC(O2)C1C(=O)NCCC1=CCCCC1 (stereo unspecified)
  3	-1
> CC(C)C1N=C2c3ccccc3N=C(SCC(=O)c3ccc(O)c(O)c3)N2C1=O (stereo unspecified)
  -11	-2
> CCCNC(=O)C1=C(C)C(=O)OC12CCC(C)CC2 (stereo unspecified)
  -5	-5
> CN(C)S(=O)(=O)N1CCN(S(=O)(=O)c2ccc(F)cc2)CC1
  8	0
> CC(C)=CCC(C)(C)C1OCCN1C(=O)c1ccccc1 (stereo unspecified)
  1	0
> Cc1c(C(=O)O)nn(-c2ccccc2)c(=O)c1C#N
  -1	-1
> CC1(c2ccncc2)Nc2ccccc2-c2nc3ccccc3n21 (stereo unspecified)
  10	2
> CCOC(=O)C1CCN(C(=O)c2c(-c3c(F)cccc3Cl)noc2C)CC1
  -10	-2
> Cc1ccc(C(c2sc3nc(C)nn3c2O)N2CCN(c3ccc(F)cc3)CC2)cc1 (stereo unspecified)
  -4	2
> Cc1ccc2nc(NC(=O)C3CCCN(S(=O)(=O)c4cccc5nonc45)C3)sc2c1 (stereo unspecified)
  18	5
> COC(=O)c1ccccc1NC(=O)Cn1cnc2ccc(S(=O)(=O)N3CCC(C)CC3)cc2c1=O
  14	4
> COc1ccc(CNc2nc(SCC(=O)NCc3ccco3)nc3ccccc23)cc1
  20	3
> CC1(C)O[C@@H]2C[C@H]3[C@@H]4CCC5=CC(=O)C=C[C@]5(C)[C@@]4(F)[C@@H](O)C[C@]3(C)[C@]2(C(=O)CO)O1
  -10	-2
> Cc1cc(OCC(O)CN2CCN(CCO)CC2)ccc1C(C)C (stereo unspecified)
  -1	-1
> CCN(CC)C(=O)CSc1nnc(-c2cc(OC)cc(OC)c2)o1
  3	-1
> CCC1CCCCN1C(=O)c1cc(-c2ccc(Cl)c(Cl)c2)on1 (stereo unspecified)
  -12	0
> Cc1nnc(SCC(=O)Nc2cccc(C(F)(F)F)c2)[nH]c1=O
  3	0
> COc1cc(NS(=O)(=O)c2ccc(Br)s2)cc(OC)c1
  -1	-4
> N#Cc1c(Nc2ccccc2)c(C=NCCN2CCOCC2)c[nH]c1=O
  -40	3
> C=C(C)Cn1c(-c2ccccc2)nc2ccccc21
  -2	0
> COCCOC(=O)C1=C(C)OC(N)=C(C#N)C1c1ccc2c(c1)OCO2 (stereo unspecified)
  5	0
> COc1nc(NC(C)(C)C)nc(Oc2ccc(=O)n(C)n2)n1
  28	2
> COc1ccc(C(=O)Nc2nncs2)cc1S(=O)(=O)N1CC(c2ccccc2)CC1=O (stereo unspecified)
  -17	-2
> O=C(NCCN1CCOCC1)c1ccc2c(c1)N(Cc1ccccc1F)C(=O)CS2
  12	-2
> Cn1cccc1C1NC(=O)c2c(sc3c2CCC(C(C)(C)C)C3)N1 (stereo unspecified)
  28	0
> O=C(CSc1nnnn1C1CCCCC1)N1CCc2ccccc21
  13	-1
> COc1c(C(=O)Nc2c(C)n(C)n(-c3ccccc3)c2=O)ccc2ccccc12
  4	0
> CCCOc1ccc(/C(O)=C2/C(=O)C(=O)N(CCCOC)C2c2ccncc2)cc1 (stereo unspecified)
  -59	0
> COc1ccc(CCN2C(=O)CC(N3CCN(S(=O)(=O)c4ccccc4)CC3)C2=O)cc1 (stereo unspecified)
  6	2
> CCCCN(C)C(=O)c1coc(=O)c2ccccc12
  13	1
> C/C=C(\C)c1nnc(NC(=O)C(C)C)s1
  7	-1
> O=C(O)CCC(=O)N1CCc2cc(S(=O)(=O)N3CCN(c4ccc(F)cc4)CC3)ccc21
  -2	-1
> Cn1cccc1Cc1nnc(SCC(=O)N2CCCc3ccccc32)n1-c1ccc(F)cc1
  -32	-12
> CCC(C)C(NCc1cccc(C)c1)C(=O)O (stereo unspecified)
  -16	-2
> CC(C)OC(=O)CN1CCN(C2c3ccccc3-c3ccccc32)CC1
  11	0
> Cc1c(NC(=O)Cn2nc(C(=O)O)c3ccccc3c2=O)c(=O)n(-c2ccccc2)n1C
  15	2
> CCOc1cc(C(=O)Nc2c3c(nn2C(C)(C)C)CS(=O)C3)cc(OCC)c1OCC (stereo unspecified)
  1	-1
> COc1cc2c(c(OC)c1)C(c1ccncc1)CC(=O)N2 (stereo unspecified)
  3	0
> Cc1cc2ccccc2c(=O)n1CC(=O)NCC(=O)N1CCN(c2cccc(Cl)c2)CC1
  8	5
> COc1ccc(S(=O)(=O)Cc2ccc(C(=O)N3CCN(c4cccc(C)c4C)CC3)o2)cc1
  3	1
> CCOc1ccc(NC(=O)N2CCN(c3nc4ccccc4s3)CC2)cc1
  4	1
> CCOCCCNCc1cccc(OC)c1
  -11	-6
> COC(=O)C(NS(C)(=O)=O)(c1c(C)[nH]c2ccccc12)C(F)(F)F (stereo unspecified)
  7	1
> O=C(C(Cc1ccccc1)n1cccc1)N1CCN(C2CCCCC2)CC1 (stereo unspecified)
  -2	-1
> O=C1NC(=O)C(CC(=O)N(Cc2ccco2)C2(C(=O)NC3CCCC3)CCCCC2)N1 (stereo unspecified)
  5	-1
> COc1cc2c(C(=O)NCCCOC(C)C)cn(CC(C)C)c(=O)c2cc1OC
  -4	-2
> O=c1[nH]cnc2c1nc(SCc1ccccc1)n2C1OC(CO)C(O)C1O (stereo unspecified)
  -5	-1

Compounds from the list above that have two or more sulfur atoms:
Order of results: S aureus QS inh GFP MFI %	S aureus QS inh
> O=S(=O)(NC1=NCCC1)c1cccs1
  1	0
> Cc1ccc(NC(=O)CSc2nnc(CSc3nc(C)cc(C)n3)n2Cc2ccco2)c(C)c1
  -37	-1
> Cc1ccc2[nH]c(=O)c(CN(CCCO)S(=O)(=O)c3c(C)ccc4nsnc34)cc2c1
  5	1
> Cc1cc2ncn(S(=O)(=O)c3ccc(S(=O)(=O)N4CCOCC4)cc3)c2cc1C
  -31	-1
> S=C1SCN(Cc2ccccn2)CN1Cc1ccco1
  -1	-2
> Cc1csc(SCC(=O)NC(=O)NCc2ccccc2)n1
  18	0
> CC(C)(C)n1nc2c(c1NC(=O)c1ccc(S(=O)(=O)N3CCCC3)cc1)CS(=O)C2 (stereo unspecified)
  -10	-6
> CC1Cc2nc(SCC(=O)Nc3ccc(F)cc3F)n(C)c(=O)c2S1 (stereo unspecified)
  -6	-2
> O=C(C1CCCN(S(=O)(=O)c2cccs2)C1)N1CCN(C2CCCCC2)CC1 (stereo unspecified)
  -2	-3
> CSc1ccccc1NC(=O)CN(Cc1ccccc1)S(C)(=O)=O
  -4	0
> CN(C)S(=O)(=O)N1CCN(S(=O)(=O)c2ccc(F)cc2)CC1
  8	0
> Cc1ccc2nc(NC(=O)C3CCCN(S(=O)(=O)c4cccc5nonc45)C3)sc2c1 (stereo unspecified)
  18	5
> COc1cc(NS(=O)(=O)c2ccc(Br)s2)cc(OC)c1
  -1	-4
> COc1ccc(C(=O)Nc2nncs2)cc1S(=O)(=O)N1CC(c2ccccc2)CC1=O (stereo unspecified)
  -17	-2
